# Assay outcomes deposited in PubChem by National Center for Advancing Translational Sciences (NCATS).
# TDP-43 yeast inh: qHTS of TDP-43 Inhibitors; Potency, µM (series often up to 46.1 µM), for the others: at the top dose growth rescue (activation), usual class: activators; TDP-43 expressing yeast growth rescue, BacTiter-Glo, 24 h; actives 1.8% (n = 410,000); AID 652104, 2013; further: % of control where 0% means no effect; nearly all actives have a fitted effect of over 50% in size
#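 Readout is BacTiter-Glo luminescence of cell growth, so inhibitors register as activators. TDP-43-expressing yeast at OD600=0.02 in galactose medium, after raffinose pregrowth to mid-log, were incubated with compound for 24 hr at 30 deg C.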
# FUS suppressor: qHTS for Suppressors of FUS Proteinopathy: Primary screen using FUS-linked yeast assay | S. cerevisiae FUS-expressing, growth rescue, OD600, 24 h | actives 0.24% (n = 390,000) | AID 1347120, 2019 | Potency, µM (doses to about 76.6 µM), for the others: top-dose growth rescue (activation), actives largely listed as activators;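 further: plate controls were DMSO vehicle for no effect and reference control for full effect; nearly all actives have a fitted effect of over 55% in size; some results filed as inactive show a strong effect at the top dose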
#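 Galactose (2%) drives FUS expression in yeast precultured in raffinose; seeding density OD 0.005. Test compounds incubated 24hr at 30C and 99% humidity before absorbance at 600 nm was measured.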
# PTHR1 agonist: qHTS for PTHR1 Agonists: Primary Screen. Parathyroid hormone/parathyroid hormone-related peptide receptor (Homo sapiens), Q03431. HEK293 GP2 PTHR1 cells, GloSensor cAMP luminescence, 1 h. Potency, µM (highest dose often 115 µM), for the others: at the highest dose activation, actives largely listed as activators. actives 0.075% (n = 410,000). AID 743266, 2014; further: nearly all actives have a fitted effect of over 55% in size; some results filed as inactive show a strong effect at the top dose; inactives centre near -15; many of its hits are not listed in these tables
#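 HEK-293-derived GP2 cells expressing PTHR1 and a GloSensor cAMP reporter, 3,000/well, plated overnight, given luciferin plus IBMX (each 0.5 mM as added) for 1 h at 37 °C, then compound for 1 h at 37 °C. Luminescence was read after 15 min at room temperature.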
# EPAC1 ag: qHTS for Agonist of cAMP-regulated guanine nucleotide exchange factor 3 (EPAC1): primary screen | Rap guanine nucleotide exchange factor 3 (Homo sapiens), O95398 | EPAC1 agonist qHTS, biochemical assay; response scale: 100% = response to 6.5 mM cAMP | Potency, µM (doses to about 154 µM), without a hit: top-dose activation, most hits filed as activators | actives 0.073% (n = 360,000) | AID 720707, 2013; further: nearly all actives have a fitted effect of over 60% in size
#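 Nucleotide exchange by EPAC1 (100 nM) on Rap1B–BODIPY-GDP (250 nM) in the presence of 50 uM GDP is tracked fluorescently at 480/540 nm over 30 min. Signals are normalized to a 6.5 mM cAMP control.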
# EPAC2 antag: qHTS for Antagonist of cAMP-regulated guanine nucleotide exchange factor 2 (EPAC2): primary screen | Rap guanine nucleotide exchange factor 4 (Homo sapiens), Q8WZA2 | EPAC2 GEF exchange of Rap1B-BODIPY-GDP, fluorescence | Potency, µM (doses to about 114 µM), for the others: at the top dose activity, negative = inhibition, usual class: inhibitors | actives 0.18% (n = 360,000) | AID 720708, 2013; further: on the % scale 0 is the no-effect control and ±100 the full control effect; nearly all actives have a fitted effect of over 45% in size; many of its hits are not listed in these tables
# EPAC1 antagonist: qHTS for Antagonist of cAMP-regulated guanine nucleotide exchange factor 3 (EPAC1): primary screen | Rap guanine nucleotide exchange factor 3 (Homo sapiens), O95398 | EPAC1 GEF assay, Rap1b-BODIPY-GDP exchange fluorescence | Potency, µM (doses to about 115 µM), inactives show top-dose activity change, negative = inhibition, actives largely listed as inhibitors | actives 0.14% (n = 360,000) | AID 720709, 2013;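 further: plate controls were vehicle for no effect and positive control for full effect; nearly all actives have a fitted effect of over 50% in size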
# aSyn rescue: qHTS of alpha-syn Inhibitors; Yeast expressing alpha-synuclein, growth rescue, BacTiter-Glo, 24 h; Potency, µM (doses to about 46.1 µM), for inactives: top-dose growth rescue (activation), most hits filed as activators; actives 0.14% (n = 370,000); AID 652106, 2013; further: % of control where 0% means no effect; nearly all actives have a fitted effect of over 65% in size
#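 Readout is rescue of growth in alpha-synuclein-expressing yeast, so inhibitors of toxicity appear as activators. Growth after 24 hr at 30 deg C in galactose medium is quantified by luminescence.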
# EPAC2 agonist: qHTS for Agonist of cAMP-regulated guanine nucleotide exchange factor 4 (EPAC2): primary screen. EPAC2 activation, biochemical qHTS; response scale: 100% = 6.5 mM cAMP response. Potency, µM (series often up to 154 µM), for the others: at the top dose activation, hits mostly activators. actives 0.079% (n = 360,000); further: nearly all actives have a fitted effect of over 50% in size
#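 qHTS, titration series. 100 nM EPAC2 / 250 nM Rap1B-BODIPY-GDP / 50 uM GDP; RT; ex 480/em 540 nm, 5-min reads to 30 min. Norm. to 6.5 mM cAMP = activation.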
# An asterisk follows results filed as active; i = inactive; u = inconclusive; x = not tested or not shown; & = joins results of further samples; [ ] = remark or other dose. The call rests on the fitted dose curve; in most records, active means well fitted curve in the direction sought with a large enough effect; inconclusive means small, poorly fitted or top-dose-only effect, or another doubt; inactive means no such curve, though single readings can be large; an effect the other way counts as inactive or inconclusive. Potency means the concentration at half of the fitted maximal effect.
SMILES,TDP-43 yeast inh,FUS suppressor,PTHR1 agonist,EPAC1 ag,EPAC2 antag,EPAC1 antagonist,aSyn rescue,EPAC2 agonist
Nc1ccnc(C(F)(F)F)c1C(=O)c1ccccc1,-5%,-25%,i,-5%,-4%,-7%,0%,-5%
Cc1nc2oc3ccccc3c(=O)c2c(=O)n1Cc1ccccc1,19%,7%,i,6%,1%,0%,-1%,-4%
CCOC(=O)c1ccc(NC(=O)CCn2c(=O)oc3ccccc32)cc1,-4%&25%,-1%&-1%,-26%&-12%,6%,0%,3%,2%,0%
Cc1ccc(Cn2ccc(NC(=O)c3noc4c3CCCCC4)n2)cc1,24%,x,-30%,-14%,-2%,-10%,-1%,3%
O=C(Nc1ccc(Cl)cc1C(=O)NCCN1CCOCC1)c1ccc(Cl)cc1Cl,1%,7%,u,17%,7%,4%,-1%,7%
O=C1NC[C@@H](CCCCN2C[C@H](Cc3ccccc3)N(Cc3ccccc3)C(=O)C2=O)N(CC2CCCCC2)C1=O,7%,40%,-19%,15%,6%,19%,-5%,-1%
Fc1ccc(-c2nnc(Cc3ccc(Cl)cc3)o2)cc1,u,-9%,i,5%,-18%,8%,5%,9%
CN1C(=O)C(C)(C)c2cc(S(=O)(=O)N3CCN(c4ccc(F)cc4)CC3)ccc21,2%,22%,-11%,6%,-8%,-5%,0%,11%
COc1ccc(-c2cc(=O)oc3cc(OC(C)C(=O)NCC4CCC(C(=O)O)CC4)ccc23)cc1 (configuration not stated),-2%,27%,i,-8%,-25%,-3%,u,-2%
COC(=O)CCC(=O)OC1(C)C(=O)C=C2C=C(C3CC3)N(Cc3ccc4c(c3)OCO4)C=C2C1=O (configuration not stated),2%,16%,-23%,-4%,-11%,u,1%,6%
CCOC(=O)c1c(C)[nH]c(C(=O)CN2CCOCC2)c1C,-21%,1%,i,2%,7%,8%,2%,0%
CN(C)c1ccc(S(=O)(=O)N2CCCCC2)cc1NC(=O)CN1C(=O)NC(C)(c2ccccc2)C1=O (configuration not stated),20%,39%,-40%,-2%,4%,2%,-1%,-1%
Cc1cccc(/C=N/c2sc3c(c2C#N)CCN(Cc2ccccc2)C3)c1O,4%,17%,i,4%,11%,-10%,4%,2%
CCOC(=O)c1ccc(NC(=O)c2nc[nH]c2C(=O)N(C)Cc2ccccc2)cc1,u,22%,-59%[inhibitor],0%,-11%,-27%,-2%,20%
Cc1sc2ncnc(N3CCC(C(=O)Nc4ccc(Cl)cc4Cl)CC3)c2c1C,-10%,12%,i,4%,1%,5%,-5%,0%
Cn1cc(C=CC(=O)O)c2nccnc21,17%,-7%,-17%,11%,-14%,3%,-3%,3%
Cc1nn(CC(=O)NCCc2ccccc2)c(C)c1[N+](=O)[O-],3%,16%,i,9%,0%,37%[activator],3%,6%
CCOc1ccc(OCC)c(NC(=O)CN2CCN(CC)CC2)c1,1%,-21%,34%[57.5 µM],-6%,5%,-3%,-13%,1%
O=C(N/C(=C/c1cccc(Br)c1)C(=O)N1CCCCC1)c1ccco1,10%,19%,-8%,-7%,-2%,2%,15%,9%
CC(OC(=O)C1CC1C)C(=O)Nc1ccc(Cl)cn1 (configuration not stated),10%,-6%,-10%,-45%[inhibitor],-15%,-12%,-2%,8%
CC(C)C(=O)Nc1c2c(nn1-c1ccc(F)cc1)CS(=O)(=O)C2,-6%,11%,-81%[inhibitor],3%,8%,-16%,-5%,16%
CCOc1ccc(NC(=O)CC(=O)Nc2ccc(OCC)cc2)cc1,4%,-27%,i,1%,-3%,1%,6%,5%
CC(/C=C/c1ccccc1)=N\NC(=O)Cn1cncn1,4%,2%,i,0%,7%,18%,1%,3%
COc1ccc2cc(CNc3ccc(C)cc3)c(=O)n(CC(=O)Nc3ccc(OC)c(Cl)c3)c2c1,14%,4%,i,x,x,x,1%,x
O=C1N(Cc2cccc(Cl)c2)C[C@@H]2C[C@@H](c3ccccn3)N3CCC[C@@]123,12%,4%,-2%,5%,3%,-3%,6%,4%
O=C(NCC(c1ccco1)N1CCCC1)c1ccc(Cl)cc1 (configuration not stated),3%,3%,i,7%,4%,4%,-2%,10%
O=C(O)c1cnn2c(-c3ccc(F)cc3)ccnc12,-3%[9.22 µM],-2%,i,-1%,8%,-6%,6%,1%
Cc1ncc(CN2CCN(Cc3ccccc3)C(CCO)C2)s1 (configuration not stated),-5%,15%,-5%,1%,2%,7%,-4%,-5%
Cc1ccc(Oc2ccc3c(c2)C(=O)N(c2cccc4cccnc24)C3=O)cc1,5%,19%,-41%[inhibitor][57.5 µM],2%,2%,-4%,0%,5%
O=C(Nc1ccccc1C(F)(F)F)N1CCN(c2ccccn2)CC1,13%,-34%,i,8%,11%,-14%,0%,13%
COc1cc(-c2cc(C(=O)Nc3ccc(S(=O)(=O)Nc4ncccn4)cc3)c3ccccc3n2)cc(OC)c1OC,-11%,18%,i,0%,0%,1%,-5%,9%
Cc1occc1-c1nnc(SCC(=O)NCCc2ccccc2)n1C(C)c1ccccc1 (configuration not stated),8%,34%,i,-6%,-3%,10%,7%,14%
COc1ccc(N(CC(=O)NC2CCCCC2)S(=O)(=O)c2c(C)[nH]c(=O)[nH]c2=O)cc1,u,-1%,i,-2%,0%,1%,-17%,7%
Cc1ccc(C(=O)NCCCN2CCOCC2)o1,7%,-1%,i,-6%,11%,3%,x,-1%
CC(C)=CC1C(C(=O)Nc2ccc(S(=O)(=O)N3CCOCC3)cc2)C1(C)C (configuration not stated),-22%,u,-23%,14%,u,-27%,3%,1%
COc1cc2c(cc1OC)C(C(=O)Nc1cc(C)c(OC)c(C)c1)CC(=O)N2 (configuration not stated),-11%,40%,0%,2%,8%,-15%,2%,10%
Cc1csc2nnc(N)n12,-15%,44%,u,0%,-11%,-15%,0%,14%
COc1ccc(C2CC(c3ccccc3Br)=NN2c2ccc(S(N)(=O)=O)cc2)cc1 (configuration not stated),9%,39%,-18%,-12%,-23%,-29%,8%,0%
COC(=O)COc1ccc(S(=O)(=O)NCCC2=CCCCC2)cc1Cl,2%,-6%,-29%,18%,-6%,-15%,1%,4%
O=C(CSc1ccc2ccccc2n1)N1CCC(c2noc3ccc(F)cc23)CC1,-18%,43%,0%[57.5 µM],14%,-2%,8%,13%,0%
O=C(CCN1CCCCC1)c1cccc(Cl)c1,-23%,x,-5%,8%,16%,9%,2%,7%
Cc1cc(C)cc(NC(=O)CSc2nc3c(c(=O)n2C)SC(C)C3)c1 (configuration not stated),0%,21%,-23%,-4%,-2%,9%,-3%,-7%
Cc1cc(NC(=O)CN2C(=O)NC(C)(c3ccccc3)C2=O)no1 (configuration not stated),3%,11%,-12%,19%,5%,0%,4%,14%
Cc1ccc2[nH]c3nc(SCCN4CCOCC4)nnc3c2c1,5%,21%,-23%,-9%,-1%,5%,-2%,4%
O=C(O)c1cc(Cl)ccc1NC(=O)C1CCCO1 (configuration not stated),-10%,5%,i,7%,-3%,6%,-1%,4%
CC(C)NCC(O)COc1ccc(Br)cc1 (configuration not stated),13%,18%,i,10%,0%,-5%,5%,5%
COc1ccc(C2OC(=O)Cc3cc(OC)c(OC)cc32)cc1 (configuration not stated),u,-8%,i,-7%,-12%,-10%,8%,9%
CC(O)(c1cccnc1)c1nc(-c2cccc3cccnc23)cs1 (configuration not stated),14%,-16%,-24%,9%,3%,11%,2%,1%

# The list is partial. The share of hits here may be higher or lower than overall.
